Bioassay records: PubChem, National Center for Advancing Translational Sciences (NCATS)
Anesthetic bind: candidate novel general anesthetic via apoferritin binding; AID 485281; P02791; 0.074% of 350,000 active; apoferritin/1-aminoanthracene competitive binding, fluorescence; Potency, µM (highest dose often 77.5 µM), for the others: top-dose activity change, negative = displacement, usual class: inhibitors; further: potency means the concentration at half of the fitted maximal effect; on the % scale 0 is the no-effect control and ±100 the full control effect; nearly all actives have a fitted effect of over 20% in size
Target sequence (P02791 2-175 limits assumed): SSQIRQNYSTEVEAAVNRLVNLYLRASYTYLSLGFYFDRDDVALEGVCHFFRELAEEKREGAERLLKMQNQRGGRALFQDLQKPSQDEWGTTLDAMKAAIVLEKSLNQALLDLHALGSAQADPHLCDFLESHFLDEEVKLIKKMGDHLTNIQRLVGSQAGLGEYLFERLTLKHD
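Horse-spleen apoferritin (10 uM) in 50% saturated 1-aminoanthracene in PBS was incubated 10 min at room temperature with compound. Fluorescence (ex 380, em 535 nm) was normalized to free and bound 1-AMA, with concentration-response fitted by a four-parameter Hill equation.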
RGS4 inh: human RGS4 inhibition. Transcreener GDP fluorescence polarization, RGS4-accelerated GTP hydrolysis. Potency, µM (titrated, usually from 114 µM), for the others: at the top dose activity change, negative = inhibition, actives largely listed as inhibitors. 0.039% of 390,000 active. AID 504845; further: potency means the concentration at half of the fitted maximal effect; on the % scale 0 is the no-effect control and ±100 the full control effect; nearly all actives have a fitted effect of over 75% in size; some results filed as inactive show a strong effect at the top dose
Target sequence (P49798 whole entry, looked up): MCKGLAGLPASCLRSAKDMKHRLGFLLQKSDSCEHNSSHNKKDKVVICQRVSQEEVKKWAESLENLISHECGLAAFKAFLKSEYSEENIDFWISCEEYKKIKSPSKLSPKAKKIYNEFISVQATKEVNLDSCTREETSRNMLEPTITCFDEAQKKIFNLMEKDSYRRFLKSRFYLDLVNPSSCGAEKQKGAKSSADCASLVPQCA
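MLSMR compounds (23 nl, pin-transferred) preincubated 10 min at room temperature with a 500nM (2x) first reagent, then RGS4 at 900nM (2x) plus Transcreener GDP mix added; fluorescence polarization (620/688 nm) read before and after 90 min at 30 °C.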
APEX1 inh: APE1 (human) endonuclease inhibition; P27695; Potency, µM (titrated, usually from 65.8 µM), for inactives: at the highest dose activity change, negative = inhibition, hits mostly inhibitors; recombinant APE1, TAMRA/BHQ-2 abasic DNA cleavage fluorescence; AID 2517; 0.35% of 350,000 active;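 further: potency means the concentration at half of the fitted maximal effect; plate controls were vehicle for no effect and reference inhibitor for full effect; nearly all actives have a fitted effect of over 55% in size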
Target sequence (P27695 whole entry, looked up): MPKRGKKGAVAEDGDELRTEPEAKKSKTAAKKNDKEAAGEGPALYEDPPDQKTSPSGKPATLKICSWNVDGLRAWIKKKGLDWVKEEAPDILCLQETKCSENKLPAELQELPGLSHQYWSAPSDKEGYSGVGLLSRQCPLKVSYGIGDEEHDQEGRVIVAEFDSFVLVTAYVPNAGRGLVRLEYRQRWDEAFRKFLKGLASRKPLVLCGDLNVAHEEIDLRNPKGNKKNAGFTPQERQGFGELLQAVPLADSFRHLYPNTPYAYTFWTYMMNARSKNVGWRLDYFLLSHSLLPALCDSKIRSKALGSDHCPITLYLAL
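Endonuclease cleavage of a quenched abasic-site DNA duplex (50 nM) by APE1 (0.75 nM) was tracked by TAMRA dequenching. Compounds were preincubated with enzyme 15 min at room temperature; data normalized to buffer-only and DMSO wells plus NSC13755 control.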
POLH inh: DNA polymerase eta (human) inhibition | Q9Y253 | recombinant Pol eta, fluorescent DNA replication assay | Potency, µM (top dose mostly 114 µM), inactives show at the top dose activity change, negative = inhibition, hits mostly inhibitors | 1.2% of 390,000 active | AID 588591; further: potency means the concentration at half of the fitted maximal effect; on the % scale 0 is the no-effect control and ±100 the full control effect
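Pol eta at 10 nM preincubated with compounds 15 min at room temperature; reaction started with fluorescent substrate (50 nM final) and read kinetically at 0 and 10 min.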
Pol beta inh: blocks human DNA polymerase beta activity; P06746; Pol beta primer extension/strand displacement, fluorescence kinetic; Potency, µM (doses to about 114 µM), for the others: top-dose activity change, negative = inhibition, usual class: inhibitors; 1.3% of 340,000 active; AID 485314; further: potency means the concentration at half of the fitted maximal effect; on the % scale 0 is the no-effect control and ±100 the full control effect
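Homogeneous kinetic assay of primer extension and strand displacement by 10 nM Pol beta, preincubated 15 min at room temperature with compound before 50 nM substrate (final) was added. Read at 0 and 10 min; four-parameter Hill fit.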
LDHA block: LDHA (human) enzyme inhibition. P00338. purified LDHA, NADH/diaphorase-resazurin fluorescence; active compounds read low. activity change, % (values are at about 110 or 230 µM). 0.15% of 480,000 active. AID 1347041; in the data active means activity change below about -30%; inconclusive means mostly about -25% to -30%;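 further: plate controls were DMSO wells for no effect and wells without enzyme for full effect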
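LDH5 2 nM; NADH 0.06 mM, pyruvate 0.2 mM; 200 mM Tris pH 7.4, EDTA, Tween-20; 5 min RT. Detection: diaphorase 0.133 mg/mL + resazurin 37 µM, fluorescence ex540/em590 at 0 and 20 min; normalized to enzyme-free and DMSO wells.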
ERG-DNA inh: inhibitors of human ERG Ets domain-DNA interaction | P11308 | fluorescence polarization, His-ERG Ets domain / labelled DNA | Potency, µM (series often up to 76.9 µM), for the others: top-dose FP activity, negative = inhibition, hits mostly inhibitors | 0.028% of 370,000 active; active means well fitted inhibition curve with a large enough effect in the polarisation, with a control signal flat; inconclusive means small, poorly fitted or top-dose-only effect, or effect the other way, or a change in a side signal; inactive means no such curve, though single readings can be large or run the other way; the % refers to the polarisation;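 further: polarization taken with two DNA probes labelled with fluorescein and Texas red; potency means the concentration at half of the fitted maximal effect; % of control where 0% means no effect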
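His-tagged ERG Ets domain (1 uM in the protein solution; 300mM KCl, 50mM Tris-HCl, 1mM EDTA, 1mM DTT, pH 7.5) received compound, then a probe mix of 5 nM fluorescein-DNA and 100nM Texas-615-DNA. Fluorescence polarization was read for both dyes.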
ALOX12 inh: ALOX12 (human) lipoxygenase inhibition; purified 12hLO, xylenol orange hydroperoxide absorbance; Potency, µM (top dose mostly 108 µM), without a hit: at the top dose activity change, negative = inhibition, actives largely listed as inhibitors; 1.1% of 580,000 active; further: potency means the concentration at half of the fitted maximal effect; on the % scale 0 is the no-effect control and ±100 the full control effect
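Hydroperoxide product was detected by ferrous iron/xylenol orange as the 573 to 405 nm absorbance ratio. Arachidonic acid at 40 uM (final) was turned over for 30 min at room temperature by 150 nM human 12hLO, pH 7.0 Hepes buffer, after 15 min compound preincubation.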
POLK inh: inhibitors of human DNA polymerase kappa | Potency, µM (doses to about 107 µM), inactives show at the top dose activity, negative = inhibition, usual class: inhibitors | Q9UBT6 | 0.53% of 400,000 active | purified Pol kappa, fluorescent DNA synthesis assay, 10 min | AID 588579; further: potency means the concentration at half of the fitted maximal effect; on the % scale 0 is the no-effect control and ±100 the full control effect
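10 nM Pol kappa was preincubated with compounds for 15 min at room temperature. Reaction started with 50 nM (final) substrate. Fluorescence read kinetically at 0 and 10 min.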
Active calls of the source: *; i = inactive; ? = inconclusive; · = not tested or not shown; [ ] = dose if it differs, or a comment. Unless noted, the call rests on the fitted dose curve; in most records, active means well fitted curve in the direction sought with a large enough effect; inconclusive means small, poorly fitted or top-dose-only effect, or another doubt; inactive means no such curve, though single readings can be large; an effect the other way counts as inactive or inconclusive.

Compound,POLH inh,Anesthetic bind,RGS4 inh,LDHA block,APEX1 inh,Pol beta inh,POLK inh,ALOX12 inh,ERG-DNA inh
CNC[C@H](NC[C@@H](NCCCc1ccccc1)c1ccccc1)[C@H](C)O,-15.9%,-8.2%,-11.6%,0.3,-9.8%,1.2%,4.6%,9.6%,-6.7%
O=C(CC(=O)c1ccccc1)Nc1ccc(Cl)cc1,-2.8%,-12.5%,-13.3%[56.9 µM],-0.2,27.2%,7.4%,-8.3%,12.3%,-3.1%
N#C/C(=C/c1ccccc1)C(=O)OCC(=O)Nc1ccccc1[N+](=O)[O-],-15.6%,·,-2.7%,1.2,0.1%,·,8.4%,76.3%,1.3%
COc1ccc(N(C(=O)COc2ccccc2OC)S(=O)(=O)c2ccc(C)cc2)cc1,-17.8%,6.4%,-26.2%,6.8,-0.2%,1.5%,-29.1%,9.5%,7.8%
COC(=O)c1cccc(NC(=O)N(C)CCc2c(C)nn(C)c2C)c1,-14.1%,37.8%[activator],5.6%,-5.4,·,1.3%,-3.0%[60.1 µM],-16.9%,-1.2%
COC(=O)[C@H](Cc1ccc(O)cc1)NC(=O)Cn1cnc2c(SC)nc(N)nc21,-0.8%,·,25.2%,-3.7,22.9%,·,-15.5%,-2.1%,2.7%
CCOC(=O)N1CCN(C(=O)CCCn2nc(C)c3sc4ccccc4c3c2=O)CC1,9.7%,-23.7%,26.5%,-3.1,-2.3%,29.5%,-5.6%,-14.2%,-10.1%
O=C(NC12CC3CC(CC(C3)C1)C2)c1ccc([N+](=O)[O-])o1,0.7%,?,29.1%,0.7,-7.0%,52.3%,-17.2%,0.0%,2.3%
COc1ccccc1N1CCN(C(=O)c2ccc(CSc3ccccc3)cc2)CC1,?,-10.6%,-27.2%,-7.2,11.7%,0.5%,-8.8%,-23.6%,-1.5%
Cc1cccc(C)c1N1C(=O)CC(N2CCSCC2)C1=O (centres undefined),-9.2%,1.3%,-9.4%,1.5,6.2%,1.0%,-2.8%,i,2.0%
CC(=O)N1CCN(C(=O)COc2ccccc2C(=O)Nc2ccccc2)CC1,-21.4%,-5.6%,11.5%,-1.5,-6.9%,87.2%,1.2%,-13.7%,-0.3%
COc1ccc(-n2c(C)cc(C)c(C(C)=O)c2=S)cc1,3.2%,-8.5%,20.9%,-5.2,3.9%,-1.0%,-1.4%,-1.1%,13.9%
Cc1ccc(C(=O)OCC(=O)Nc2ccc(Cl)cn2)s1,-20.2%,·,5.3%,-7.1,-5.7%,·,2.6%,1.5%,0.0%
CCOC(=O)c1cc(-c2ccccc2C)nn1CC1CC(c2ccc(OC)cc2)=NO1 (centres undefined),-12.3%,·,3.2%,0.5,-18.4%,·,-20.8%,-17.0%,-16.6%
CC(C)N1C(=O)/C(=C\c2nc3ccccc3c(=O)[nH]2)c2ccccc21,?,?,?,0.0,10.5%,0.5%,-14.8%,?,3.7%
CC(=O)N(CCCN(C)C)CCC(C)CCC=C(C)C (centres undefined),1.5%,4.5%,13.1%,-1.2,2.2%,-1.8%,-3.6%[60.1 µM],-8.4%,·
Cc1ccccc1NC(=S)NCc1ccc2[nH]c3c(c2c1)CCCC3,-20.3%,-14.6%,-5.9%,3.8,-1.6%,-0.8%,-9.8%,?,-4.4%
CC(Sc1nc(-c2ccccc2)cc(C(F)(F)F)n1)C(=O)Nc1ccc2c(c1)OCO2 (centres undefined),-10.2%,-13.4%,-18.3%,-9.8,-2.0%,27.9%,-11.5%,10.3%,4.3%
CCc1n[nH]c(=S)n1/N=C/c1cc(OC)cc([N+](=O)[O-])c1O,20µM*,-16.3%,-14.4%,8.8,5.8%,1.5%,-34.6%,?,8.2%
COCCNC(=O)C(=O)N/N=C/c1cccs1,-11.4%,-5.5%,12.4%,-3.7,-4.0%,-19.8%,-22.7%,-2.5%,-7.1%

Continuation:
Compound,POLH inh,Anesthetic bind,RGS4 inh,LDHA block,APEX1 inh,Pol beta inh,POLK inh,ALOX12 inh,ERG-DNA inh
NC(=O)c1ccc(NC(=O)COC(=O)CCC2CCCCC2)cc1,-1.7%,·,-3.1%,-3.1,1.2%,·,-18.2%,178.1%[activator],9.1%
Cc1cc2oc(C(=O)Nc3cccnc3)c(C)c2cc1C,-4.1%,2.7%,4.4%,-5.6,-4.1%,34.4%,-11.2%,2.3%,-0.1%
Cc1ccc(OC(=O)c2ccncc2)c(C)c1,-8.8%,?,-18.3%,0.2,-10.1%,3.0%,-3.3%,-86.1%,-1.7%
Cc1cc(-c2nnc(SCC(=O)Nc3ccc(Cl)cn3)n2N)n[nH]1,8.7%,-6.0%,-2.9%,-0.8,-17.8%,7.8%,-11.3%,-2.6%,11.4%
O=C(Nn1c(-c2ccccc2)nc2ccccc2c1=O)c1ccc([N+](=O)[O-])cc1,-10.5%,-0.4%,2.6%,-11.6,2.7%,-10.4%,0.8%,-6.4%,-2.4%
O=C(N/N=C/c1ccncc1)c1ccccn1,-14.7%,1.3%,6.8%,-0.8,54.4%[activator],1.3%,4.0%,·,9.2%
COc1ccc(N2CC(C(=O)NCc3ccccc3)CC2=O)cc1 (centres undefined),1.0%,-8.1%,21.5%,-4.0,0.9%,24.9%,-4.2%,418.4%[activator],4.6%
Cc1noc(C)c1CN1C(=O)c2ccc([N+](=O)[O-])cc2C1=O,-7.6%,-3.2%,13.2%,-3.9,-2.2%,24.9%,-4.7%,7.2%,10.1%
COC(=O)C(C)(C)NC(=O)c1cccs1,-11.4%,?,-5.5%,1.8,6.8%,17.9%,6.7%,-15.9%,-0.5%
Cc1cc(C)c(NC(=O)Cn2c(=O)n(CC3CCCO3)c(=O)c3ccccc32)c(C)c1 (centres undefined),-12.3%,-4.8%,13.6%,-3.8,·,27.0%,-2.7%,-8.3%,3.4%
CCOc1ccc(S(=O)(=O)NCCc2csc3nc(-c4ccc(F)cc4)nn23)cc1,-21.0%,-4.2%,-31.8%,0.5,·,9.9%,-2.3%[60.1 µM],-3.3%,5.3%
CCc1ccc(NC(=O)Cn2c(-c3cncs3)nc3ccccc32)cc1,-21.3%,-13.0%,7.2%,-6.8,·,-1.2%,-6.6%,-22.4%,-0.7%
CCC(=O)NCCc1nc2cc(NC(=O)c3ccccc3Cl)ccc2n1C,10.7%,1.5%,3.0%[56.9 µM],-8.1,-10.6%,5.6%,-9.1%,3.8%,7.1%
COc1ccc(C(=O)NNC(=O)Nc2ccc(Cl)cc2)cc1,2.8%,-3.6%,-3.4%,0.5,4.6%,-10.7%,-2.7%,-0.9%,-5.0%
CCCNC(=O)N(C)c1nncnc1C(=O)NC,-10.8%,-14.2%,4.7%,-9.2,16.5%,20.5%,-5.4%,?,3.3%
Cc1cc(C)cc(NC(=O)CSc2nc3c(oc4ccccc43)c(=O)n2-c2ccccc2F)c1,-11.9%,5.0%,-12.5%,-10.4,·,20.1%,-6.3%,-20.3%,-4.3%
Cc1[nH]n(C)c(=O)c1C(=O)c1c(-c2c(Cl)cccc2Cl)noc1C,-22.3%,1.1%,-20.2%,0.2,0.2%,-1.4%,2.9%,-37.5%,0.7%
O=C(O)c1ccc(S(=O)(=O)N(Cc2ccccc2)C2CCCCC2)cc1,1.7%,0.3%,2.3%,-2.2,28.0%,0.3%,-21.2%,-13.5%,3.5%
CCN(CC)S(=O)(=O)c1ccc(C(=O)OCC(=O)NC2CCCC2)cc1,-22.5%,6.2%,7.5%,-5.8,-4.9%,43.4%,0.5%,0.0%,3.1%
Nn1c(SCC(=O)NC2CCS(=O)(=O)C2)nnc1-c1cccs1 (centres undefined),-10.2%,-8.1%,-21.4%[56.9 µM],1.2,4.9%,2.8%,12.1%,1.8%,11.8%

(listing goes on)
Compound,POLH inh,Anesthetic bind,RGS4 inh,LDHA block,APEX1 inh,Pol beta inh,POLK inh,ALOX12 inh,ERG-DNA inh
Cc1ccc(C(=O)Oc2cccc(-n3cnnn3)c2)cc1,-16.7%,-16.6%,-21.3%,2.0,1.2%,1.5%,12.4%,-11.4%,10.1%
COc1cccc(CNC(=O)COC(=O)c2cccc(S(=O)(=O)N3CCN(C(C)=O)CC3)c2)c1,-18.1%,·,4.7%,-8.2,11.8%,·,-1.2%,-1.8%,1.8%
Cc1cccc(Cn2c(C)c(CNC3CCCCC3)c(C(=O)O)c2C)c1,-10.8%,-1.6%,-25.0%,-2.1,·,27.7%,-4.3%,-11.6%,3.3%
C=CCNC(=S)Nc1cccc([N+](=O)[O-])c1,-8.7%,-13.5%,-11.3%,-0.7,?,40.6%,-0.8%,?,5.2%
CCn1nnc(NC(=O)CSc2ccc(Cl)cc2)n1,50.1µM*,?,-10.1%,-5.6,?,25.1µM*,79.4µM*,?,-9.5%

A portion of the library, so the mix of outcomes need not match the whole.
